Bioassay records (PubChem)
TCR activator: activators of T cell receptors. primary human leukocytes, anti-CD3, IL-2 HTRF, 48 h. Potency, µM (doses to about 9.22 µM), for the others: at the top dose activation of IL-2 secretion, usual class: activators. 330,000 tested, under 10 active. AID 504894; note: % of control where 0% means no effect
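Compounds are tested in HTS on primary human leukocytes co-incubated with a-CD3 beads for 48 hr. IL-2 output is measured by time-resolved FRET.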
KCNH2 WT inh: inhibitors of human wildtype KCNH2 potassium channel. Q12809. U2OS, BacMam KCNH2, thallium flux FluxOr; stronger effect = lower value. activity change, % at 1.84 µM. hit rate 0.37% among 340,000;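 active = maximum activity change below -70%; inconclusive = maximum activity change between -70% and -50%; inactive = maximum activity change above -50%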; note: % is set by controls: 0 for no effect and ±100 for the full control effect
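U2OS cells were transduced with wild-type KCNH2 virus (2.03 x 10^8 / mL) for 4 h at room temperature, then cultured overnight at 37 C. Thallium flux was read with FluxOr dye. Rate constants were normalized to DMSO controls.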
USP2a inh: inhibitors of human ubiquitin-specific protease USP2a. AID 463254. O75604. USP2 core, Ub-CHOP2 coupled fluorogenic reporter, 485/531. hit rate 0.01% among 330,000. Potency, µM (series often up to 38.3 µM), inactives show top-dose activity change, negative = inhibition, most hits filed as inhibitors;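 note: potency is the fitted concentration of half-maximal effect; plate controls were DMSO wells for no effect and full inhibition by NEM control for full effect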
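Cell-free coupled assay: 10nM USP2 core preincubated 30min RT with compound in Tris-HCl pH 8.0/CaCl2/CHAPS buffer, then 25nM Ub-CHOP2 and 25nM reporter substrate; fluorescence (Ex 485/Em 531) read after 60min RT, normalized to NEM inhibition, concentration-response curves fitted.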
Eya2 phos inh: inhibitors of human Eya2 phosphatase activity | O00167 | recombinant Eya2, OMFP fluorescence dephosphorylation (OMFP is methylfluorescein phosphate) | Potency, µM (highest dose often 76.9 µM), for the others: at the highest dose activity, negative = inhibition, actives largely listed as inhibitors | hit rate 0.006% among 330,000 | AID 488837; note: potency is the fitted concentration of half-maximal effect; % is set by controls: 0 for no effect and ±100 for the full control effect
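Eya2 protein (added as 0.2 uM solution) was preincubated with compound for 10 min at ambient temperature in 50 mM HEPES pH 7.5, 50 mM NaCl, 5 uM MgCl2, 0.05% BSA, 1 mM DTT. OMFP (added at 50 uM) then reacted 10 min; fluorescence read at 485/525 nm.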
AT treatment: potential ataxia-telangiectasia treatment. […] A-T fibroblasts, KAP-1 phosphorylation AlphaLISA; neocarzinostatin DNA damage 30 min before lysis. Potency, µM (titrated, usually from 57.5 µM), inactives show top-dose activation, actives largely listed as activators. hit rate 0.19% among 320,000. AID 485349; note: potency is the fitted concentration of half-maximal effect; % of control where 0% means no effect; nearly all actives have a fitted effect of over 45% in size
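ATM-like activity read as KAP-1 phosphorylation via AlphaLISA donor/acceptor antibody pairs after lysis and 6 hr at 25C. Cells were ATM-null patient fibroblasts ([…], hTERT), dosed 60 min, then exposed to the DSB inducer NCS for 30 min.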
TSHR antagonist: blocks TSH signaling through the human TSH receptor. P16473. TSHR-expressing cells, TSH-stimulated cAMP HTRF, 2 h; stronger effect = lower value. activity change, negative = inhibition, % at 11.5 µM. hit rate 0.2% among 330,000. AID 504810;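 active = activity change below a set negative limit, meaning inhibition stronger than a set level, cut at about -70% in these data; inconclusive = activity change between two set negative limits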; note: % is set by controls: 0 for no effect and ±100 for the full control effect
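Competitive HTRF cAMP read-out (cryptate anti-cAMP antibody, cAMP-d2; 30 min, room temperature) in freshly harvested TSHR cells. Compounds added before TSH at EC80 (4nM final), followed by 2 hours' incubation at 37 deg C.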
ELG1 DNA repair: blocks ELG1-dependent DNA repair in HEK293T cells | HEK293T ELG1-luciferase reporter, luminescence, 16 h; DNA damage induced by 5-fluorouridine | hit rate 2.3% among 330,000 | AID 504467 | Potency, µM (doses to about 46.1 µM), inactives show top-dose activity change, negative = inhibition, hits mostly inhibitors; note: potency is the fitted concentration of half-maximal effect; % is set by controls: 0 for no effect and ±100 for the full control effect; nearly all actives have a fitted effect of over 55% in size
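Step one: seed 2,000 cells per well. Step two: pin-transfer compound or DMSO alongside 5-fluorouridine. Step three: incubate 16 hr, 37 °C, 5% CO2. Step four: add ONE-Glo, wait 30 min, read luminescence.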
TRPV1 agonist: agonists of human vanilloid receptor 1 (TRPV1); hit rate 0.19% among 320,000; TRPV1-expressing cells, Fluo-8 calcium influx, agonist mode; activation, % at 8.33 µM; Q8NER1; in the data active = activation above about 80%; inconclusive = between about 30% and that limit; note: 0% is about no effect
Target sequence (Q8NER1 whole entry, looked up): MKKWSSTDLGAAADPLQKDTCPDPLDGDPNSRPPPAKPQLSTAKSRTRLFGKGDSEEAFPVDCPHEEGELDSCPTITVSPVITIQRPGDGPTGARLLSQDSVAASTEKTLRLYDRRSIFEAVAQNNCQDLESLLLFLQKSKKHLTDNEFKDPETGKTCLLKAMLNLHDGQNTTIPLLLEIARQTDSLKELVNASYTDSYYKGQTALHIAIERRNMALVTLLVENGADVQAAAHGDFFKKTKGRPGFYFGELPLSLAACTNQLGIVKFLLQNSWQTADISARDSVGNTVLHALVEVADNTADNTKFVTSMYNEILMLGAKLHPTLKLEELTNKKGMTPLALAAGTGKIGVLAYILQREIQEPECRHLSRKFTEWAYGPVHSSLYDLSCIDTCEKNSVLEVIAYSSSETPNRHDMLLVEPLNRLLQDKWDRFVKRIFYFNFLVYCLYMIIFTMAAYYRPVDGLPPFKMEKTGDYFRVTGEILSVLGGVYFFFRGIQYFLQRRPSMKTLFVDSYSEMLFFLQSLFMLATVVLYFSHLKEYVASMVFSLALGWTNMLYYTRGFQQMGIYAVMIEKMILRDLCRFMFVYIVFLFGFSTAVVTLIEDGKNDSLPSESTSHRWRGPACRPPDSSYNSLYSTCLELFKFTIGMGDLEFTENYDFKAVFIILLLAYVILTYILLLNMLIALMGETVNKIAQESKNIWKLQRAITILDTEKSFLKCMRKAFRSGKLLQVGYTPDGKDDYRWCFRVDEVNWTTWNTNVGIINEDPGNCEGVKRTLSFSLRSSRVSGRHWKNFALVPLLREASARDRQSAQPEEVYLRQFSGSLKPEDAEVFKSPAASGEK
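TRPV1-expressing cells were cultured overnight at 35.5C and loaded with Fluo-8 calcium dye for 40 to 90 min at room temperature. After a 10 s baseline, compound was added and calcium influx was read kinetically for 3 min (ex 480/em 520 nm).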
KCNH2 3.1 inh: blocks the human KCNH2 3.1 channel isoform | U2OS KCNH2 3.1, thallium flux FluxOr; stronger effect = lower value | activity change, % (tested at about 1.8 µM) | hit rate 0.95% among 340,000 | AID 720553;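 active = maximum activity change below -70%; inconclusive = maximum activity change from -70% to -50%; inactive = maximum activity change above -50%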;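 note: thallium influx rate constant from kinetic fluorescence after stimulation buffer; % is set by controls: 0 for no effect and ±100 for the full control effect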
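FluxOr-based Tl+ influx in U2OS cells transduced with KCNH2 3.1 virus; rate constants normalized to DMSO controls.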
Mito fusion act: blocks mitochondrial division or promotes mitochondrial fusion; S. cerevisiae fusion-defective mutant growth rescue, CellTiterGlo 48 h; Potency, µM (titrated, usually from 46.1 µM), inactives show at the highest dose growth rescue (activation), usual class: activators; hit rate 0.23% among 320,000;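 note: potency is the fitted concentration of half-maximal effect; % of control where 0% means no effect; nearly all actives have a fitted effect of over 45% in size; temperature-sensitive fusion mutants such as fzo1-1 at 37 °C on non-fermentable ethanol glycerol medium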
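Read-out: ATP-based luminescence (CellTiterGlo, 10 min ambient) reporting growth of fusion-defective ts yeast after 48 hours at 37C on glycerol/ethanol YPEG medium in the presence of compound.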
* hit, by the source's call; ? = inconclusive; nt = no result given; [ ] = another dose, or the depositor's remark. Unless noted, calls come from the whole dose curve; as a rule, active = well fitted curve in the direction sought with a large enough effect; inconclusive = small, poorly fitted or top-dose-only effect, or another doubt; inactive = no such curve, though single readings can be large; an effect the other way counts as inactive or inconclusive. Not all compounds are listed. The share of hits here may be higher or lower than overall.

SMILES	TCR activator	KCNH2 WT inh	USP2a inh	Eya2 phos inh	AT treatment	TSHR antagonist	ELG1 DNA repair	TRPV1 agonist	KCNH2 3.1 inh	Mito fusion act
CN(C(=O)C1CCCO1)c1nnc(-c2ccncc2)s1 (configuration not stated)	6%	-16	-1%	2%	-3%	-3	16%	5	-4	-7%
CC(=O)Nc1ccc(NC(=O)Cn2c(-c3ccc(F)cc3)cnc2SCC(=O)Nc2c(C)cccc2C)cc1	-1%	-3	1%	-4%	-1%	9	17%	nt	-16	1%
CCCC(=O)NC(NC(=S)Nc1ccc(N=Nc2ccccc2)cc1)C(Cl)(Cl)Cl (configuration not stated)	-3%[46.1 µM]	-5	0%	-20%	-10%	-8	?	-2	25	0%
COc1cc(/C=C/C(=O)OCC(=O)Nc2cc(S(=O)(=O)N3CCOCC3)ccc2Cl)cc(OC)c1OC	-2%[46.1 µM]	-3	2%	-2%	8%	3	18µM*	nt	-22	nt
Cc1cc(NC(=O)COC(=O)CSc2nc3cc(Cl)ccc3n2Cc2ccccc2)no1	-3%	8	-1%	-3%	-2%	-5	0%	0	1	-2%
O=C(CSc1nnc(CCc2nc3ccccc3[nH]2)n1-c1ccccc1)NCc1ccco1	-11%	-10	0%	-1%	-5%	3	-7%	0	-24	0%
O=C(CNC(=O)c1sc2ccccc2c1Cl)NCc1ccc(F)cc1	2%	-8	0%	13%	-2%	28	8%	-14	-7	0%
COc1ccc(OC)c(-c2csc3nnc(SCC(=O)Nc4ccc(NC(C)=O)cc4)n23)c1	nt	3	3%	-5%	2%	1	-25%	-2	-38	-2%
CCN(CC)S(=O)(=O)c1ccc(C)c(NC(=O)COC(=O)CN2C(=O)NC(C)(C)C2=O)c1	-5%	-2	1%	4%	30%	20	8%	-1	8	0%
O=C1NC(NS(=O)(=O)c2ccc(Cl)cc2)(C(F)(F)F)C(=O)N1CCc1ccccc1 (configuration not stated)	-4%	-1	3%	-17%	?	26	18%	-6	15	-5%
C[C@H](CO)N1C[C@H](C)[C@@H](CN(C)C(=O)Nc2ccc3c(c2)OCO3)Oc2c(NS(=O)(=O)c3ccc(F)cc3)cccc2C1=O	6%	-6	-5%	-19%	-14%	9	?	nt	0	nt
CCN(CC)CC(=O)NCc1cc(-c2ccc(OC)cc2)no1	0%	-1	3%	-11%	6%	4	-4%	-1	-3	-1%
CC(C)Oc1ccc(CNC(=O)C2CCN(C(=O)N3CCOc4ccccc43)CC2)cc1	-7%	-22	-2%	-6%	17%	3	?	4	17	-3%
CCCCC(=O)Nc1ccc2c(c1)nc(CCN1CCN(C)CC1)n2C	-2%	-1	0%	-1%	-14%	0	5%	-3	5	-3%
Cc1ccc(S(=O)(=O)N2CCCC2=O)c(C)c1N(C)S(C)(=O)=O	2%	-26	3%	-4%	-1%	-4	7%	3	-7	-2%
O=C(NCCCCc1ccccc1)Nc1ccc(F)cc1	-4%	2	-1%	-1%	1%	-20	13%	?	18	3%
C[C@@H](C(=O)Nc1ccc2ccccc2c1)[C@@H]1C[C@@]1(C)[C@@H](NC(=O)OCc1ccccc1)c1ccccc1	-2%	19	2%	3%	4%	-5	-6%	4	-7	12%
O=S(=O)(Nc1cccc(S(=O)(=O)N2CCCC2)c1)c1ccc(Cl)s1	-13%	-5	1%	1%	5%	11	-4%	-1	11	-3%
CCOC(=O)C1=C(C)Nc2nc(=S)[nH]n2C1c1ccc(Cl)cc1 (configuration not stated)	-7%	-5	1%	1%	-9%	-4	?	-3	5	-3%
CCn1c(SCC(=O)Nc2ccccc2C(=O)OC)nnc1-c1ccoc1C	-7%	-5	2%	-6%	3%	0	-19%	1	-6	1%
CC1=C(C#N)C(/C=N/OCc2ccc(Cl)cc2)CC(=O)N1 (configuration not stated)	-7%	4	0%	8%	-6%	-9	-6%	-1	-5	6%
Cc1nn(C(=O)CCC(=O)NCc2ccc(OC(C)C)cc2)c2ccccc12	0%	2	-4%	-3%	-1%	0	-5%	-2	9	6%
CCc1ccc(C(=O)N2CCCN(C)CC2)s1	nt	5	1%	19%	12%	28	5%	-5	5	0%
O=C(/C=C/c1ccc([N+](=O)[O-])cc1)Nc1cccc(C(=O)Nc2ccccc2C(=O)O)c1	-3%	5	1%	5%	-8%	-12	-4%	-4	-4	-2%
CCC(CC)c1nnc(NC(=O)c2nc3nc(C)cc(C)n3n2)s1	-1%	4	-6%	28%	nt	12	1%	0	-110*	-1%
O=C1/C(=C/c2ccncc2)SC(=S)N1C1CCCCC1	4%[46.1 µM]	1	2%	-4%	0%	7	14%	11	8	6%
O=C(CNC(=O)N1CC(=O)Nc2ccccc21)Nc1ccccc1F	4%	12	2%	-3%	48%	-1	14%	1	-2	3%
O=C(CSC1=NS(=O)(=O)c2cc(F)ccc2N1)Nc1ccc(F)cc1	0%	3	1%	-21%	3%	-3	7%	-1	-13	-6%
Cc1ccc(CNC(=O)CSc2ccc(-c3ccco3)nn2)cc1	-10%[46.1 µM]	-4	2%	5%	5%	2	14%	-4	-7	4%
COc1ccc(CCNC(=O)c2ccc(NS(=O)(=O)c3ccc4[nH]c(=O)[nH]c4c3)cc2)cc1	-1%	-28	4%	0%	5%	-6	23%	1	6	8%
Cc1oc2c(CN3CCCCC3C)c(O)ccc2c(=O)c1-c1ccccc1 (configuration not stated)	1%	0	-1%	7%	-1%	-7	-3%	-1	-8	9%
O=C(NCCCN1CCOCC1)c1cccc(S(=O)(=O)Nc2ccccc2Cl)c1	-6%	1	-2%	17%	2%	-2	14%	5	-6	0%
CN1C(=O)/C(=C/c2ccc(OCc3ccc(C(=O)O)cc3)c(Cl)c2)NC1=S	nt	-6	-2%	9%	1%	?	3%	-2	-9	7%
O=C(N/N=C/c1ccc(OCC(=O)N2CCCCC2)cc1)c1ccccc1O	7%[46.1 µM]	-2	2%	-15%	1%	-2	?	-1	-11	-3%
O=C(C[C@H]1C[C@H](C(=O)N2CCCCC2)[C@@]2(CCc3ccccc3)c3[nH]c4ccc(Cl)cc4c3CCN2C1=O)NCc1ccco1	1%[46.1 µM]	-13	2%	0%	-5%	-14	-4%	nt	-35	nt
CCOC(=O)c1c(C)nc2ccc(Cl)cc2c1-c1ccccc1	-3%[46.1 µM]	15	0%	-5%	28%	-2	?	16	-3	14%
O=C(O)CCc1ccc(-c2ccccc2)n1-c1cccc(C(=O)O)c1	-4%	-3	-3%	14%	-3%	13	28%	2	20	0%
CC(=O)NCCc1nc2ccccc2n1Cc1ccc(Cl)cc1	0%	-18	-1%	-2%	6%	-12	7%	?	-1	-2%
CCCc1cc(N2CCCC(C(=O)Nc3ccc(OC)cc3OC)C2)n2ncnc2n1 (configuration not stated)	-2%	-8	0%	14%	-6%	-5	?	12	42	5%
Cc1cc(C)cc(N(CC(=O)Nc2ccc(C(F)(F)F)cc2)S(=O)(=O)c2c(C)[nH]c(=O)[nH]c2=O)c1	11%	-40	-3%	-2%	7%	-5	-4%	-2	33	10%
CC[C@@H]1[C@H]2CCCC(=O)N3CC[C@@H](C[C@@H]1OC(=O)Nc1ccccc1)[C@@H]23	0%	9	1%	8%	2%	-5	3%	3	3	2%
N#CCC(=O)Nc1ccc(C(=O)OCC(=O)c2c[nH]c3ccccc23)cc1	11%[46.1 µM]	-1	2%	4%	34%	-4	-11%	nt	-31	nt
O=C(CSc1nc2ccccc2s1)Nc1ccc2c(c1)OCO2	-5%[46.1 µM]	-3	0%	1%	-1%	2	6%	?	6	17%
c1cc2c(cc1C1CCCN1)OCCCO2 (configuration not stated)	-3%	-2	3%	9%	-1%	1	2%	-2	-15	1%
COC(=O)CSc1nnc(NC(=O)CCc2ccccc2)s1	-4%	nt	0%	-3%	-3%	-6	13%	12	-2	0%
COc1ccc(N(C(=O)c2ccn[nH]2)C(C(=O)NC2CCCC2)c2ccc(F)cc2)cc1 (configuration not stated)	-8%	0	0%	-8%	2%	2	1%	-1	-16	-2%
COc1ccccc1C(C)NCC(=O)Nc1c(F)cccc1F (configuration not stated)	5%	5	7%	-2%	2%	-4	12%	5	-6	21%
CCOC(=O)C1CCN(C(c2cccc(OC)c2)c2sc3nc(C)nn3c2O)CC1 (configuration not stated)	5%	13	0%	-18%	-5%	2	-1%	-1	6	-3%
CCCSc1nnc(NC(=O)Cc2ccc(OC)c(OC)c2)s1	2%	0	9%	10%	-2%	2	?	?	8	-2%
O=C(Nc1ncc(Cc2cccc(Cl)c2Cl)s1)C1CCCO1 (configuration not stated)	-1%	-3	0%	3%	-2%	-9	?	?	-1	4%
Cc1ccsc1/C=N/n1c(COc2ccccc2)n[nH]c1=S	6%[46.1 µM]	-3	3%	10%	-3%	-16	-3%	2	7	0%
